D1 potentiator – Potentiators of Human D1 Dopamine Receptor: qHTS | HEK293 TREx D1 cells, calcium flux, dopamine EC20 potentiation | potentiation, % at 10 µM | D(1A) dopamine receptor (Homo sapiens), P21728 | hit rate 0.036% among 360,000 | AID 504651, 2011; in the data active = potentiation above about 30%; also: 0% is about no effect
GRP78 ERSR act – qHTS for Inducers of the Endoplasmic Reticulum Stress Response (ERSR) in Human Glioma: qHTS; U87-MG GRP78 promoter luciferase reporter, 16 h; Potency, µM, for the others: at the top dose activation, actives largely listed as activators; hit rate 0.02% among 420,000; AID 602332, 2012; also: potency is read from the fitted curve at half-maximal effect; series mostly up to about 76 µM; % of control where 0% means no effect; nearly all actives have a fitted effect of over 35% in size
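Stably transfected U87-MG human glioma cells carrying a GRP78-based luminescent sensor were seeded at 1000 cells/well, pin-dosed with compounds and incubated 16 h. Luciferase reagent was then added, and end-point luminescence was read after 10 min at room temperature.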
D1 antagonist – Antagonist of Human D 1 Dopamine Receptor: qHTS. hit rate 3.2% among 360,000. D(1A) dopamine receptor (Homo sapiens), P21728. AID 504652, 2011. activity change, negative = inhibition, % at 10 µM. HEK293 TREx D1 cells, calcium flux, dopamine EC80; stronger effect = lower value; in the data active = activity change below about -30%; also: % is scaled to controls: 0 for no effect and ±100 for the full control effect
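Compound effects on dopamine-evoked calcium signalling were measured in tetracycline-induced HEK293 Trex D1 cells. Dopamine at EC80 followed a 180 s compound pre-read, and fluorescence was tracked kinetically for 180 s more.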
RXFP1 ag – qHTS Assay for Agonists of the Relaxin Receptor RXFP1; hit rate 0.3% among 370,000; AID 2676, 2010; Potency, µM (doses to about 57.5 µM), for inactives: top-dose activation, usual class: activators; Relaxin receptor 1 (Homo sapiens), Q9HBX9; HEK293T-RXFP1 cAMP TR-FRET, 30 min; response scale: percent of porcine relaxin response, buffer zero; also: potency is read from the fitted curve at half-maximal effect; % is scaled to controls: 0 for no effect and ±100 for the full control effect; nearly all actives have a fitted effect of over 60% in size; many of its hits are not listed in these tables
Target sequence (Q9HBX9 whole entry, looked up): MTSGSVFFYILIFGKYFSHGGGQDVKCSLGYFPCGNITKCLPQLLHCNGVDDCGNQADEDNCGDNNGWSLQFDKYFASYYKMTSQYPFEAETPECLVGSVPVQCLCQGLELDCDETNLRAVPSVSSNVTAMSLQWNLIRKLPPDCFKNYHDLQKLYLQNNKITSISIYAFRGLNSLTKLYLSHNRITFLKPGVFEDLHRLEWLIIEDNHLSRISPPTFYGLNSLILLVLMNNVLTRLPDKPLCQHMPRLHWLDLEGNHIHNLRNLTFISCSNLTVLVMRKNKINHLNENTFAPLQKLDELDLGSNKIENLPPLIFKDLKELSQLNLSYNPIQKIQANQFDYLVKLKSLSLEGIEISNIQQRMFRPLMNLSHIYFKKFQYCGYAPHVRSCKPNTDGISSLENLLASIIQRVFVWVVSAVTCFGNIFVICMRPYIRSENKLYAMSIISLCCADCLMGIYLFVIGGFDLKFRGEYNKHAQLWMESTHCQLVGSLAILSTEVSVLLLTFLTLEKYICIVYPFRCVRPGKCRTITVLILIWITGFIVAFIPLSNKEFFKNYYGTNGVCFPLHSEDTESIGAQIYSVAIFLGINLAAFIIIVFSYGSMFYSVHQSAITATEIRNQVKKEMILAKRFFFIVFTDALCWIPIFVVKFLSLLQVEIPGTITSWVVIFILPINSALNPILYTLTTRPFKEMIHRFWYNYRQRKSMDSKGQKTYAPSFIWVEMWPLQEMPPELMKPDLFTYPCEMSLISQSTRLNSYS
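cAMP rise read by TR-FRET after 30 min, 37C compound exposure (up to 58 uM) in RXFP1-transfected HEK293 cells with Ro 20174 present. EC50 from Hill-equation fits, with 29 nM porcine relaxin as 100% and buffer as basal.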
D1 ag – Allosteric Agonists of the Human D1 Dopamine Receptor: qHTS; HEK293 T-REx D1 cells, calcium flux, agonist mode; activation, % at 2 µM; hit rate 1% among 360,000; in the data active = activation above about 30%; also: 0% is about no effect
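Tetracycline-induced HEK293 TREx D1 cells, force-coupled to calcium signalling, were dye-loaded with a no-wash calcium kit. Compound was pin-added after a 10 s baseline. Fluorescence was read kinetically at 1 cycle/s for 180 s, with calcium rises flagged as agonism.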
LDHA block – qHTS assay for inhibitors of human lactate dehydrogenase | L-lactate dehydrogenase A chain (Homo sapiens), P00338 | purified LDHA, NADH/diaphorase-resazurin fluorescence; stronger effect = lower value | activity change, % (values are at about 110 or 230 µM) | hit rate 0.15% among 480,000 | AID 1347041, 2019; in the data active = activity change below about -30%; inconclusive = mostly about -25% to -30%;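 also: plate controls were DMSO wells for no effect and wells without enzyme for full effect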
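Resorufin fluorescence (ex540/em590), read at 0 and 20 min after diaphorase/resazurin addition, reports the NADH left after a 5 min room-temperature reaction of 2 nM human LDH5 with 0.06 mM NADH and 0.2 mM pyruvate.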
Vif-A3G inh – qHTS for Inhibitors of Vif-A3G Interactions: qHTS | DNA dC->dU-editing enzyme APOBEC-3G (Homo sapiens), Q9HC16 | HeLa A3G-eYFP + Vif (tagged APOBEC3G with the HIV-1 protein that degrades it), YFP fluorescence, overnight | Potency, µM (highest dose often 46.1 µM), for inactives: at the highest dose activity, negative = active, actives largely listed as inhibitors | hit rate 0.076% among 410,000 | AID 602310, 2012;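 also: potency is read from the fitted curve at half-maximal effect; % is scaled to controls: 0 for no effect and ±100 for the full control effect; nearly all actives have a fitted effect of over 60% in size; hits raise eYFP signal because A3G escapes Vif-driven loss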
Target sequence (Q9HC16 whole entry, looked up): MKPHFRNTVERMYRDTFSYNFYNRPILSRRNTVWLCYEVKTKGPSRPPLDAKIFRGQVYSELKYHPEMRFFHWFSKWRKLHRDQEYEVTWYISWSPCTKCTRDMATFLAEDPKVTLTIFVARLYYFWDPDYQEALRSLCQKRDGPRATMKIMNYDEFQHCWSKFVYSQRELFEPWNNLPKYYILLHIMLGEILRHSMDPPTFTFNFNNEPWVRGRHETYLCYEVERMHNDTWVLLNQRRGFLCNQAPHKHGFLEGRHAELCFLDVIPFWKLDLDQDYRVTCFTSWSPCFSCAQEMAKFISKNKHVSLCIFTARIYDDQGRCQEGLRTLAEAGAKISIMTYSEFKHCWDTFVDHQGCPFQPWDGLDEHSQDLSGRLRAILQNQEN
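HeLa cells stably expressing Vif and C-terminally eYFP-tagged A3G, seeded overnight at 37 deg C, then exposed to compound by pintool overnight at 37 deg C. Rise in yellow fluorescence (Ex 488/Em 500-530, Acumen) marks blocked Vif-driven A3G degradation.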
D2 PAM – HTS Assay for Positive Allosteric Modulators of the Human D2 Dopamine Receptor: Primary Screen for Potentiators; D(2) dopamine receptor (Homo sapiens), P14416; HEK293 T-REx D2, calcium flux, EC20 dopamine potentiation; potentiation, % at 10 µM; hit rate 0.34% among 340,000; AID 485347, 2010;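 active = potentiation over 3 SD above the plate norm, cut at about 30% in these data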; also: 0% is about no effect
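Using a no-wash calcium dye in inducible, force-coupled HEK293 Trex cells expressing D2, we tracked fluorescence each second for 180 s after compound, then for 180 s after EC20 dopamine to detect augmented signalling.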
Vif-A3F inh – qHTS for Inhibitors of Vif-A3F Interactions: qHTS. Potency, µM (doses to about 46.1 µM), without a hit: top-dose activity, negative = active. HeLa A3F-eYFP + Vif (tagged APOBEC3F with the HIV-1 protein that degrades it), YFP fluorescence increase. hit rate 0.2% among 390,000; also: potency is read from the fitted curve at half-maximal effect; % of control where 0% means no effect; nearly all actives have a fitted effect of over 65% in size
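HeLa cells stably expressing Vif plus C-terminally eYFP-tagged A3F were seeded, incubated overnight at 37 deg C, dosed with compound, incubated overnight again at 37 deg C. Yellow fluorescence (Ex 488/Em 500-530) reported blocked Vif-mediated A3F-eYFP degradation.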
* hit, by the source's call; ? = inconclusive; nt = no result given; & = joins results of further samples. Unless noted, calls follow the shape of the dose curve; as a rule, active = well fitted curve in the direction sought with a large enough effect; inconclusive = small, poorly fitted or top-dose-only effect, or another doubt; inactive = no such curve, though single readings can be large; an effect the other way counts as inactive or inconclusive. This is a subset; rates above refer to the full screens.

Sample of the layout:
SMILES | D1 potentiator | GRP78 ERSR act | D1 antagonist | RXFP1 ag | D1 ag | LDHA block | Vif-A3G inh | D2 PAM | Vif-A3F inh
CCOC(=O)C(O)(c1ccc(N=Cc2ccccc2O)c(C)c1)C(F)(F)F (stereo not drawn) | -1 | -2% | 1 | 1.9% | 3 | -6 | 1% | 3 | -10%
COC(=O)C1=Nc2ccccc2/C1=C\c1c(O)n(C)c(=O)n(C)c1=O | -8 | -6% | 6 | 4.5% | 1 | 1 | 0% | -6 | -9%

Main list, previewed entries included:
SMILES | D1 potentiator | GRP78 ERSR act | D1 antagonist | RXFP1 ag | D1 ag | LDHA block | Vif-A3G inh | D2 PAM | Vif-A3F inh
CCOC(=O)C(O)(c1ccc(N=Cc2ccccc2O)c(C)c1)C(F)(F)F (stereo not drawn) | -1 | -2% | 1 | 1.9% | 3 | -6 | 1% | 3 | -10%
COC(=O)C1=Nc2ccccc2/C1=C\c1c(O)n(C)c(=O)n(C)c1=O | -8 | -6% | 6 | 4.5% | 1 | 1 | 0% | -6 | -9%
CN(C)C1(c2nnnn2-c2ccc(Cl)cc2)CCCCC1 | -1 | -3% | 3 | 1.4% | 3 | -3 | 0% | -13 | 3%
CCOc1ccccc1OCC(=O)Nc1ccc(Cl)cc1C(=O)c1ccccc1 | -8 | -4% | -3 | -0.5% | 7 | 4 | -15% | 2 | -15%
CC(C(=O)Nc1ccc(Cl)cc1Cl)N1CC=C(c2ccccc2)CC1 (stereo not drawn) | -3 | -2% | 2 | 0.3% | 3 | -6 | -9% | -1 | 0%
Cc1cc(=O)n(-c2ccccc2)n1-c1ccccc1 | 3 | -2% | -4 | 2.4% | 1 | -3 | -1% | 15 | -7%
Cc1noc(C)c1COc1ccc(C(=O)NCC2(N(C)C)CCCCC2)cc1 | nt | -4% | nt | nt | nt | -5 | 1% | nt | -9%
O=P1(Nc2ccc(F)cc2)COc2ccccc2OC1 | -4 | -5% | 13 | 0.7% | 2 | -8 | 0% | -1 | -2%
COC(=O)C1=C(c2ccc3ccccc3c2)C[C@@H]2CC[C@H]1N2C(=O)N1CCCC1 | 0 | -1% | -4 | -0.9% | 2 | -1 | -18% | 11 | 4%
N#CC(C#N)=Cc1ccc(N2CCOCC2)cc1 | -3 | 2% | -17 | 2.3% | 5 | -6 | 6% | 16 | -5%
CCCCn1c(O)c(C=NCc2ccc3c(c2)OCO3)c(=O)[nH]c1=O | -2 | -4% | 1 | 1.3% | 6 | -3 | 0% | nt | 13%
COc1ccc(N2C(=O)NC(=O)/C(=C\c3ccc([N+](=O)[O-])s3)C2=O)cc1 | -3 | -9% | -8 | 0.6% | 2 | 27 | -14% | 1 | ?
CC(=CCOc1ccc2ccc(=O)oc2c1)C1=CC(=O)C(C)(C)O1 | nt | -5% | nt | nt | nt | -4 | -25% | nt | -1%
Cc1cc(OCCN2CC2)c2ccccc2n1 | -3 | nt | -23 | -0.2% | 0 | nt | nt | 2 | nt
CNC(=O)O/N=C(\C)Cc1nnn(-c2cc(C)on2)n1 | -4 | -10% | 1 | 1.5% | 1 | -7 | -3% | -3 | -4%
O=[N+]([O-])c1cc(Cl)c(Cl)cc1Cl | 7 | -4% | nt | 0.8% | -2 | -7 | 1% | 8 | -2%
O=c1[nH]c(=O)n(Cc2ccco2)c(O)c1C=NC1CC1 | 5 | 2% | 4 | -1.0% | 2 | -3 | 5% | 4 | -5%
COc1ccc(C(=O)NC(=S)N2C[C@H]3C[C@H](C2)c2cccc(=O)n2C3)cc1 | -5 | 0% | -2 | -0.2% | 0 | 0 | 0% | -4 | -10%
O=C1CC(N2CC=C(c3ccc(F)cc3)CC2)C(=O)N1c1ccc(F)cc1 (stereo not drawn) | -6 | 0% | -8 | 0.6% | 5 | -3 | 2% | 2 | 2%
O=C(Nc1ncccc1O)c1ccc(S(=O)(=O)NCc2ccco2)cc1 | nt | ? | nt | nt | nt | -11 | 4% | nt | -1%
CC1([N+](=O)[O-])COP(=O)(Nc2ccc(Cl)cc2)OC1 (stereo not drawn) | nt | -6% | nt | nt | nt | -2 | 3% | nt | -1%
NCCc1ccc(S(N)(=O)=O)cc1 | -4 | -4% | 5 | 2.0% | 0 | -9 | 3% | 5 | 1%
CN1CCN(c2ncnc3c2cnn3C)CC1 | -5 | -1% | 5 | 12% | 3 | -7 | 2% | -6 | -38%
COc1cccc(OP(=O)(Nc2ccccc2)Oc2cccc(OC)c2)c1 | 13 | -5% | -14 | 0.5% | 8 | -10 | -9% | 12 | -2%
O=C(CN1C(=O)CN=C(c2ccccc2)c2ccccc21)Nc1cccc(C(F)(F)F)c1 | 8 | -3% | -14 | 3.2% | 6 | 2 | -6% | nt | -4%
Nc1ccccc1C(=O)OCCc1ccccc1 | 1 | -2% | nt | 0.3% | 0 | 0 | -2% | 18 | -1%
O=C(NCc1cccnc1)Nc1ccccc1Cl | -2 | -1% | 2 | 3.5% | 2 | -2 | 2% | nt | -19%
Cc1cccc(N2C(=O)CC(=O)NC2=O)c1 | 2 | -4% | 3 | 1.4% | 1 | -2 | 0% | 11 | -10%
Cc1ccc(C(C)C)c(OCC(=O)N2CCN(Cc3nc4cc([N+](=O)[O-])ccc4n3C)CC2)c1 | 1 | -1% | -6 | 2.8% | 3 | 0 | 2% | 5 | -9%
Cc1ccc(Cn2nc(C(=O)Nc3ccc(Br)cc3)cc2C)cc1 | -7 | 5% | 1 | 6.7% | 16 | -5 | 1% | 1 | 20%
Oc1c(Br)cc(-c2ccccc2)cc1Br | nt | -3% | nt | nt | nt | -3 | -12% | nt | -4%
C/C=C1\CN2[C@H]3C[C@@]45c6ccccc6N(C)[C@H]4[C@@H]2CC1C3[C@H]5O (stereo partly drawn) | nt | -2% | nt | nt | nt | 1 | -3% | nt | 4%
COc1ccccc1N1CCN(Cc2ccccc2)CC1 | -9 | -2% | -17 | 0.3% | 0 | -9 | -6% | -19 | -10%
CN(C)c1ccc(/C=C2\C(=O)NC(=O)N(CCc3ccc(F)cc3)C2=O)cc1 | 2 | -4% | 1 | -0.1% | 11 | 1 | -4% | 1 | -6%
O=C(CCCc1ccccc1)NCCc1cnc[nH]1 | -6 | 2% | -1 | -2.9% | 1 | -4 | 0% | -18 | 1%
CC1CC(OP(O)(=S)c2ccc(N(C)C)cc2NC(=O)c2cccs2)CC(C)(C)C1 (stereo not drawn) | -2 | 7% | -13 | 0.3% | 0 | 3 | 0% | -13 | 0%
N#CC(C#N)=Cc1ccc(O)c(O)c1 | 6 | -1%&-1%&-1%&-1%&-2%&0% | -3 | -1.6% | 2 | -3&9 | -2%&5% | 9 | -2%
CC(Cc1ccccc1)NCC(=O)Nc1cc(N(C)C)nc2ccccc12 (stereo not drawn) | 9 | -3% | -50* | -1.5% | -1 | -14 | 5% | -9 | 7%
O=C(O)c1cccc(N=Nc2c(O)[nH]c(=O)[nH]c2=O)c1 | -2 | -11% | -6 | 8.9% | 0 | 2 | 7% | 7 | 3%
CCC(=Nc1ccc(OC)cc1OC)c1c(O)n(C2CCCCC2)c(=O)[nH]c1=O | 1 | -6% | -16 | 0.4% | 5 | 2 | 0% | -4 | 4%
CCCCn1c(=O)c(C(=O)NCc2ccccc2OC)c(O)c2ccccc21 | -4 | -3% | 20 | 0.4% | 2 | -1 | -2% | 0 | -10%
CC(=O)C1CCC2C3CCC4CC(O)CCC4(C)C3C(=O)CC12C (stereo not drawn) | nt | 0% | nt | nt | nt | -6 | -6% | nt | -7%
CCCNC(=O)N1CCC2(CC1)OCCO2 | 5 | -3% | 15 | -2.7% | 3 | -6 | -1% | 6 | 1%
COc1cc(C=C2C(=O)NC(=O)NC2=O)ccc1O | -5 | -2% | -5 | -0.1% | 0 | 1 | -5% | -5 | -2%
COc1cccc(-n2c(/C=C/c3cccc(C)c3)nc3ccccc3c2=O)c1 | 0 | -3% | -1 | -3.5% | 1 | -10 | -1% | -3 | -6%
CCN(CC)CCCN=C(C)c1c(O)n(-c2ccc(C)cc2)c(=O)[nH]c1=O | -6 | -2% | -4 | -0.2% | 1 | 6 | 0% | -9 | -2%
CNC(=O)Oc1ccc(N(C)C)cc1C(C)C | -4 | 4% | 9 | -2.7% | 1 | 3 | 2% | 6 | -6%
COc1ccccc1N1C(=O)NC(=O)/C(=C/c2ccc3c4c(cccc24)CC3)C1=O | 11 | 4% | 2 | -0.7% | 2 | -21 | -3% | -6 | -20%
CCC(=O)c1cn(Cc2ccc(C#N)cc2)c2ccccc12 | -2 | -3% | -10 | 2.2% | -1 | -4 | -11% | 12 | nt
COc1ccc(Oc2cc(NC(=O)c3nn(C)cc3[N+](=O)[O-])cc([N+](=O)[O-])c2)cc1 | -8 | -16% | -14 | 2.9% | 1 | 2 | ? | 0 | -1%
CCn1nc(/C=C/c2ccccc2)nc2c(=O)n(C)c(=O)nc1-2 | -5 | -12% | -4 | -0.9% | 0 | 50 | -2% | -5 | -12%
Cc1ccccc1-n1c(CNc2ccccc2)nc2ccccc2c1=O | nt | -3% | nt | nt | nt | 3 | -3% | nt | -2%
O=C1NC(=O)N(c2ccc(F)cc2)C(=O)/C1=C/c1ccsc1 | -1 | 0% | -4 | 2.4% | -2 | -3 | -7% | 4 | -13%
O=C(Nc1ccccc1)c1c(O)c2c(n(Cc3ccco3)c1=O)CCCC2 | 4 | -2% | 2 | 0.0% | 3 | -9 | 1% | -5 | -1%
CC1NC(=O)NC(=O)C1Br (stereo not drawn) | nt | -3% | nt | nt | nt | -1 | 1% | nt | -7%

Compound activity from PubChem BioAssay.
